Screening data (PubChem BioAssay)
DT40 TDP1 no CPT = qHTS for Inhibitors of human tyrosyl-DNA phosphodiesterase 1 (TDP1): qHTS in cells in absence of CPT | DT40 Tdp1-/- hTDP1 cells, no CPT, ATP luminescence, 48 h | Potency, µM (top dose mostly 46.2 µM), without a hit: top-dose activity change, negative = growth inhibition, actives largely listed as inhibitors | 15% of 420,000 active | AID 686978, 2013; further: nearly all actives have a fitted effect of over 55% in size
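No-CPT arm: Tdp1-/-;hTDP1 DT40 cells (400/well) plus compounds, incubated ≥48 hr at 37 °C. Readout CellTiter-Glo luminescence.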
TDP1 inh = TDP1 (human) enzyme inhibition. recombinant TDP1, AlphaScreen DNA substrate cleavage. Potency, µM (highest dose often 130 µM), inactives show at the top dose activity change, negative = inhibition, hits mostly inhibitors. 0.28% of 350,000 active; further: nearly all actives have a fitted effect of over 40% in size
Target sequence (Q9NUW8 whole entry, looked up): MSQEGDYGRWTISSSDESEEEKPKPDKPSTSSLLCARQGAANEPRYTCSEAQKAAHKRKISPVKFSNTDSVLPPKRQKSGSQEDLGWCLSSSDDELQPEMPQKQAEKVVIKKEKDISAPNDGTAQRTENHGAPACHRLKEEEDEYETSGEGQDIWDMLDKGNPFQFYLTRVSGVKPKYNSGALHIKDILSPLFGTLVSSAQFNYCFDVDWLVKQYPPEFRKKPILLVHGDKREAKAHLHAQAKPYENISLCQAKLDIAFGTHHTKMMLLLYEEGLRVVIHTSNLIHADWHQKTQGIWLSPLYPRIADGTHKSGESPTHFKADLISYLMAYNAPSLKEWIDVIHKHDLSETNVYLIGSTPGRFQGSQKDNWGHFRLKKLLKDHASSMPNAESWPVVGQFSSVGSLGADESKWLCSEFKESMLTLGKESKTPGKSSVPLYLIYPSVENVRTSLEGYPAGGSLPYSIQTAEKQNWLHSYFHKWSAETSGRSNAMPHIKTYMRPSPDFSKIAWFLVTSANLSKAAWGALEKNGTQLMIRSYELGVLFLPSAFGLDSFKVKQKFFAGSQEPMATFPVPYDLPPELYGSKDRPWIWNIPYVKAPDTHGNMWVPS
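Recombinant human Tdp1 (E. coli-expressed, 1 nM final) preincubated with compounds 15 min at room temperature, then 5'-biotin/3'-phosphotyrosine-FITC DNA substrate (15 nM final) added for 5 min. AlphaScreen beads (10 ug/ml final) added 10 min; cleavage lowers signal.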
GCN5L2 inh = inhibitors of human GCN5L2 histone acetyltransferase | Q92830 | GCN5L2 HAT assay, ThioGlo1 CoA-SH fluorescence | Potency, µM (titrated, usually from 58.9 µM), inactives show top-dose activity change, negative = inhibition, usual class: inhibitors | 0.21% of 390,000 active | AID 504327
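Fluorescence readout, Ex340nm/Em540nm: ThioGlo1 (50uM final) reacts with free CoA thiol released as 20nM GCN5L2 acetylates H3(1-25) peptide (75uM) using acetyl-CoA (70uM). Compound and enzyme sat 15 min beforehand; 20 min room-temperature reaction.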
The depositor's hits bear a star; ? = inconclusive; . = not tested or not shown; & = joins results of further samples; [ ] = another dose, or the depositor's remark. The call rests on the fitted dose curve; in most records, active means well fitted curve in the direction sought with a large enough effect; inconclusive means small, poorly fitted or top-dose-only effect, or another doubt; inactive means no such curve, though single readings can be large; an effect the other way counts as inactive or inconclusive. On the % scale 0 is the no-effect control and ±100 the full control effect; potency means the concentration at half of the fitted maximal effect. Only part of the results is shown, so the mix of outcomes need not match the whole.

item	smiles	DT40 TDP1 no CPT	TDP1 inh	GCN5L2 inh
1	COc1cc(Br)cc2cc(S(=O)(=O)c3ccccc3)c(=O)oc12	-2.2%	-2.3%	-6.0%
2	CCOC(=O)CSc1nnc(CNC(=O)c2ccc(S(=O)(=O)N3CCCC3)cc2)n1C	-12.0%	-4.1%	?
3	CC(C)C(=O)Nc1nc2c(s1)CC(C(C)(C)C)CC2 (stereo unspecified)	?	11.4%	0.6%
4	Cc1ccc(C(=O)Nc2ccc(Cc3ccncc3)cc2)cc1[N+](=O)[O-]	20.6µM*	1.5%	-0.2%
5	COc1ccc(CN2C(=O)C(O)(CC(=O)c3ccc4c(c3)OCO4)c3ccccc32)cc1OC (stereo unspecified)	6.31µM*	1.8%	-0.7%
6	O=C(C[C@@H]1C/C=C\CCCC(=O)OC[C@@H]2CCCN2C1=O)NCCO	4.7%	-11.2%	0.4%
7	CCN(CC)CCN(C(=O)C1=COCCO1)c1nc2c(OC)ccc(OC)c2s1	-13.3%	6.7%	-3.8%
8	O=C(CS(=O)(=O)Cc1ccccc1)Nc1ncccn1	3.1%	2.2%	0.0%

Looked up one by one from above (4):
item	smiles	DT40 TDP1 no CPT	TDP1 inh	GCN5L2 inh
2	CCOC(=O)CSc1nnc(CNC(=O)c2ccc(S(=O)(=O)N3CCCC3)cc2)n1C	-12.0%	-4.1%	?
5	COc1ccc(CN2C(=O)C(O)(CC(=O)c3ccc4c(c3)OCO4)c3ccccc32)cc1OC (stereo unspecified)	6.31µM*	1.8%	-0.7%
4	Cc1ccc(C(=O)Nc2ccc(Cc3ccncc3)cc2)cc1[N+](=O)[O-]	20.6µM*	1.5%	-0.2%
8	O=C(CS(=O)(=O)Cc1ccccc1)Nc1ncccn1	3.1%	2.2%	0.0%

Exported with values under each structure: 4 of the compounds above
Under each structure: DT40 TDP1 no CPT	TDP1 inh	GCN5L2 inh
#3 CC(C)C(=O)Nc1nc2c(s1)CC(C(C)(C)C)CC2 (stereo unspecified)
 : ?	11.4%	0.6%
#6 O=C(C[C@@H]1C/C=C\CCCC(=O)OC[C@@H]2CCCN2C1=O)NCCO
 : 4.7%	-11.2%	0.4%
#5 COc1ccc(CN2C(=O)C(O)(CC(=O)c3ccc4c(c3)OCO4)c3ccccc32)cc1OC (stereo unspecified)
 : 6.31µM*	1.8%	-0.7%
#2 CCOC(=O)CSc1nnc(CNC(=O)c2ccc(S(=O)(=O)N3CCCC3)cc2)n1C
 : -12.0%	-4.1%	?

Carrying on:
item	smiles	DT40 TDP1 no CPT	TDP1 inh	GCN5L2 inh
9	O=C(O)/C=C/c1cccc(B(O)O)c1	14.4%	7.5%	.
10	COc1ccc(C(NC(=O)CNC(C)=O)C(=O)Nc2ccc(C(C)C)cc2)cc1 (stereo unspecified)	-16.2%	-2.8%	-21.3%
11	CCN(CC)CCn1c(=N)n(CC(=O)c2ccc(Br)s2)c2ccccc21	7.31µM*	0.0%	-1.2%
12	CN(C)c1ccc(N=Cc2nc(-c3ccccc3)oc2OC(=O)c2ccccc2)cc1	23.1µM*	0.0%	1.5%
13	COCc1cc(C)nc(OCC(=O)N/N=C/c2ccc(OC)c(OC)c2)c1C#N	-0.6%	2.7%	-11.0%
14	COc1ccccc1N1C(=O)c2ccccc2NC1c1ccncc1 (stereo unspecified)	1.6%	2.1%	-11.1%
15	CCC(C(=O)NCCCN1CC(C)CC(C)C1)n1ncn2c(cc3occc32)c1=O (stereo unspecified)	24.1%	5.2%	-5.3%
16	O=C(Nc1nc2cc3c(cc2s1)OCCO3)c1cccc(N2C(=O)CCC2=O)c1	?	.	-11.0%

The final 3 entries of the section above come first, to join the parts.
item	smiles	DT40 TDP1 no CPT	TDP1 inh	GCN5L2 inh
14	COc1ccccc1N1C(=O)c2ccccc2NC1c1ccncc1 (stereo unspecified)	1.6%	2.1%	-11.1%
15	CCC(C(=O)NCCCN1CC(C)CC(C)C1)n1ncn2c(cc3occc32)c1=O (stereo unspecified)	24.1%	5.2%	-5.3%
16	O=C(Nc1nc2cc3c(cc2s1)OCCO3)c1cccc(N2C(=O)CCC2=O)c1	?	.	-11.0%
17	Cn1cnnc1SCCNS(=O)(=O)c1ccccc1	-4.2%	3.0%	0.3%
18	NCCNS(=O)(=O)c1ccc(Cl)c2ccncc12	.	8.2%	9.3%
19	CCCN1C(=O)c2[nH]nc(-c3ccc(OC)cc3)c2C1c1ccccn1 (stereo unspecified)	25.9µM*	2.3%	-9.7%
20	CC(C)C[C@@H]1NC(=O)[C@H](Cc2ccc(O)cc2)NC(=O)c2cc([N+](=O)[O-])cc(I)c2NCCC[C@@H](C(N)=O)NC1=O	9.2%	0.0%	-2.3%
21	O=C(NCc1cccnc1)c1ccccc1CCc1ccccc1	-15.9%	4.8%	-0.9%
22	CC(NC(=O)Cn1nc(-c2ccccc2)ccc1=O)c1ccccc1 (stereo unspecified)	-23.3%	4.3%	-23.5%
23	CCN(C(=O)c1nn(-c2ccc(OC)c(Cl)c2)c(=O)c2c1c1ccccc1n2C)c1cccc(C(F)(F)F)c1	?	2.3%	-9.6%
24	O=C1CC2C(=O)NCCN2C(=NC(=O)c2ccccc2)N1 (stereo unspecified)	1.2%	4.8%	-2.6%
25	CC1CCN(S(=O)(=O)c2ccc3c(c2)N(CC(=O)NCCc2ccc(Cl)cc2)C(=O)CO3)CC1	.	1.3%	-8.7%
26	COCc1c(C#N)c(NCc2cc(OC)c(OC)c(OC)c2)nc(C)c1[N+](=O)[O-]	20.6µM*	7.0%	-0.5%
27	Brc1ccc(-c2ccc(CNCCSc3nnnn3-c3ccccc3)o2)cc1	?	4.7%	-10.7%
28	Cc1ccc(N2C(=O)CC(N3CCN(c4ccccn4)CC3)C2=O)cc1 (stereo unspecified)	33.1%[activator]	.	-6.3%
29	CCc1c(C)nc(SCC(=O)Nc2ccc3c(c2)OCCO3)[nH]c1=O	?	0.0%	0.8%
30	CC(Sc1nnc(C2CC2)n1C)C(=O)Nc1ccc2c(c1)CCC2 (stereo unspecified)	4.4%	-0.3%[56.1 µM]	-1.2%
31	O=C(COc1ccc(Cl)cc1)NCc1nnc(SCC(=O)N2CCCCCC2)o1	-6.1%	2.6%	1.1%
32	COc1ccc(CC(=O)NCC2COc3ccccc3O2)cc1 (stereo unspecified)	1.4%	-1.2%	4.4%
33	C=Cn1c(C(=O)O)cc(CC)c1-c1ccccc1	-2.9%	5.7%	-1.1%
34	CCn1c(SCC(=O)N2CCN(c3ccccc3)CC2)nnc1-c1c[nH]c2ccccc12	?	2.2%	-8.8%
35	CC(c1nnc(SCC(=O)Nc2cccnc2Cl)n1Cc1ccccc1)N(C)C (stereo unspecified)	-0.2%	0.0%	-9.0%
36	CCn1ccnc1CNC(=O)CC1C(=O)NCCN1CC(c1ccccc1)c1ccccc1 (stereo unspecified)	-9.6%	8.1%	-10.0%
37	CCOC(=O)N1CCN(C(=O)CN(c2ccc(OCC)cc2)S(C)(=O)=O)CC1	-12.0%	4.5%	-0.7%
38	CCCC(=O)Nc1nc2ccc(OC)cc2s1	?	7.2%	-4.8%
39	CCCOc1ccc(N2C(=O)CC(NCCNc3ccc([N+](=O)[O-])cn3)C2=O)cc1 (stereo unspecified)	-15.5%	2.4%	-6.7%
40	CSC1=NCCN1C(=O)c1c(-c2c(F)cccc2Cl)noc1C	-13.4%	-2.5%	-9.7%
41	COc1cc(NC(=O)CCc2c(C)noc2C)c(Cl)cc1C(=O)O	-0.4%	.	0.3%
42	CCN(CC)S(=O)(=O)c1cccc(C(=O)N[C@H](C(=O)Nc2nc3ccccc3s2)C(C)C)c1	14.6µM*	5.7%	-3.5%
43	Cc1ccnc(NS(=O)(=O)c2ccc(NC(=O)c3c(-c4ccccc4Cl)noc3C)cc2)n1	-7.5%	-2.6%	-2.8%
44	COc1ccccc1C(=O)Nc1cccc(NC(=O)c2ccccc2C)c1	?	.	-0.5%
45	COc1ccc2c(C(=O)c3ccc(C)cc3)n(CCCC(N)=O)[n+]([O-])c2c1	-17.4%	0.0%	-3.3%
46	CCC(=O)N1CCc2cc(S(=O)(=O)NC(CC(C)C)C(=O)NCc3ccc(C)cc3)ccc21 (stereo unspecified)	-22.0%	2.3%	-7.5%
47	CCN(C(=O)COC(=O)c1ccc(C)c(S(=O)(=O)N2CCOCC2)c1)C1CCS(=O)(=O)C1 (stereo unspecified)	-13.0%	-19.0%	3.5%
48	COc1ccc(NS(=O)(=O)c2ccc(NC(=S)NC(=O)c3cccnc3)cc2)nn1	-11.6%	-7.4%	-4.7%
49	Cc1ccc(C(c2sc3nc(-c4ccco4)nn3c2O)N2CCN(Cc3ccccc3)CC2)cc1 (stereo unspecified)	-29.0%	10.4%	-15.0%
50	Cc1ccccc1NC(=O)c1cc(N)ccc1N1CCCCC1	?	5.2%	-3.6%
51	O=C1c2ccccc2[C@@H]2C[C@H](NC34CC5CC(CC(C5)C3)C4)[C@@H](O)CCN12	?	-2.4%[56.1 µM]	-0.6%
52	CSc1nc2sc3c(c2c(=O)n1-c1ccc(C)c(Cl)c1)CCN(C(C)=O)C3	14.6µM*	-5.9%	-10.6%
53	CSc1ccc(CCNC(=O)c2nn(C)c3c2CS(=O)(=O)c2ccccc2-3)cc1	?	2.4%	-2.0%
54	Cc1ccc(Cn2c(=O)n(Cc3ccccc3)c(=O)c3oc4ccccc4c32)cc1	5.0%	2.6%	0.9%
55	Cc1cc(=O)oc2c(C)c(OCC(=O)N3CC[C@@]4(O)CCCC[C@H]4C3)ccc12	-4.4%	.	-6.8%
56	Cc1noc(C)c1NC(=O)Nc1cccc2c1O[C@H](CN(C)C(=O)Nc1ccc3c(c1)OCO3)[C@@H](C)CN([C@H](C)CO)C2=O	3.0%	1.3%	0.2%

Whole records as entered above. Screens in order: DT40 TDP1 no CPT | TDP1 inh | GCN5L2 inh
Record of O=C1c2ccccc2[C@@H]2C[C@H](NC34CC5CC(CC(C5)C3)C4)[C@@H](O)CCN12 = ? | -2.4%[56.1 µM] | -0.6%
Record of CSc1nc2sc3c(c2c(=O)n1-c1ccc(C)c(Cl)c1)CCN(C(C)=O)C3 = 14.6µM* | -5.9% | -10.6%
Record of Cc1ccc(Cn2c(=O)n(Cc3ccccc3)c(=O)c3oc4ccccc4c32)cc1 = 5.0% | 2.6% | 0.9%

(more compounds)
item	smiles	DT40 TDP1 no CPT	TDP1 inh	GCN5L2 inh
57	O=C(CCCC(=O)c1ccccc1)NCc1ccccc1	-0.2%	.	-0.5%
58	Cc1ccc(C(=O)Nc2cccc(C(=O)NC3CCCC3)c2)cc1	16.4µM*	1.4%	-21.6%
59	COc1cccc(C(c2sc3nc(-c4ccco4)nn3c2O)N2CCC3(CC2)OCCO3)c1 (stereo unspecified)	-15.5%	7.8%	-4.4%
60	Cc1cccc(CNC(=O)Cn2nc(C)n3c(cc4cc(F)ccc43)c2=O)c1	-3.0%	-2.0%	-1.2%
61	O=C1c2ccccc2NC(c2ccc(O)cc2)N1Cc1ccco1 (stereo unspecified)	?	3.3%&8.1%	-13.7%
62	CCn1ncc(Br)c1C(=O)NC(C)c1ccccc1 (stereo unspecified)	-1.5%	1.2%	2.1%
63	O=C(O)c1cc([N+](=O)[O-])c(Nc2cccc3ccccc23)c([N+](=O)[O-])c1	-10.0%	.	-17.8%
64	COc1cc(C(c2c(C)[nH][nH]c2=O)c2c(C)[nH][nH]c2=O)cc(Br)c1OC	?	.	-1.2%
65	CCC1=C(OC(=O)N(CC)CC)N2C(=O)OC(=NCCc3c[nH]c4ccccc34)[C@]2(Cc2ccccc2)[C@H]2C1=CC[C@H]1C(=O)NC(=O)[C@H]12	16.4µM*	17.7%&3.5%	-24.4%
66	Cc1cccc(N2CCN(c3nc4ccc(Cl)cc4n4cnnc34)CC2)c1C	?	-2.6%	-2.0%
67	CCN(CCCNC(=O)C1c2ccccc2C(=O)N(CCOC)C1c1ccc(F)cc1)Cc1ccccc1 (stereo unspecified)	?	-5.1%	-2.8%
68	COc1ccc(S(=O)(=O)N(C)C)cc1NCC(=O)Nc1cccc(C#N)c1	?	-1.2%	-1.1%
69	Cc1cc(NC(=O)COc2ccc3oc4ccccc4c3c2)no1	20.6µM*	6.2%	-1.8%
70	Cc1noc(C)c1S(=O)(=O)Nc1ccc(C(=O)O)cc1	-14.4%	-2.0%	-5.8%
